XBP1 UPR activ: adaptive UPR (XBP1) activation. 330,000 compounds, 0.33% hits. activation, % at 20 µM. CHO-XBP1 luciferase reporter, IRE1-XBP1 UPR activation, luminescence; percent of tunicamycin response, DMSO as zero;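 active = versus positive control, 20 µM dose yields 30% or more activation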;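 note: 100% = tunicamycin at 10 µg/mL and 0% = DMSO only wells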
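Assay system: IRE1-XBP1 luciferase reporter CHO line. Input: 1000 cells/well. Buffer or medium: F12 with 10% serum. Doses: 20 µM, 1% DMSO. Times: overnight seeding at 37 °C, 6 h compound treatment at 37 °C. Technique: Steady-Glo luciferase glow luminescence, 10 min after reagent addition.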
TIM10 inh: inhibits growth of TIM10 yeast strain. S. cerevisiae TIM10 strain growth, BacTiter-Glo luminescence, 24 h. inhibition, % at 10 µM. 330,000 compounds, 1.4% hits. AID 463195;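 active = inhibition of 40% or more at the single tested concentration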;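 note: wild-type TIM10 isogenic control strain grown at permissive 25 °C; 0% = DMSO yeast wells and 100% = minimal medium wells without yeast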
tim10-1 inh: tim10-1 yeast growth inhibition; S. cerevisiae tim10-1 ts strain growth, BacTiter-Glo, 24 h; inhibition, % at 20 µM; 330,000 compounds, 2.2% hits;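 active = inhibition of at least 40%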;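 note: mutant grown at 25 °C; 0% = DMSO wells with yeast and 100% = wells holding no yeast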
697 NFkB inh: lowers PMA/ionomycin-induced NF-kB signal in 697 B cells | 697 B-cell NF-kB luciferase reporter, 16 h | inhibition, % at 4 µM | 330,000 compounds, 0.33% hits | AID 435022; in the data active = inhibition above about 35%
Mdm2 MdmX PPI: inhibitors of human Mdm2/MdmX interaction | O15151+Q00987 | SaOS-2 split-luciferase Mdm2/MdmX complementation, luminescence | inhibition, % at 8 µM | 330,000 compounds, 3% hits | AID 485346;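 active = inhibition of at least 50% at 8 µM in the primary screen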
Target sequence (O15151 whole entry, looked up): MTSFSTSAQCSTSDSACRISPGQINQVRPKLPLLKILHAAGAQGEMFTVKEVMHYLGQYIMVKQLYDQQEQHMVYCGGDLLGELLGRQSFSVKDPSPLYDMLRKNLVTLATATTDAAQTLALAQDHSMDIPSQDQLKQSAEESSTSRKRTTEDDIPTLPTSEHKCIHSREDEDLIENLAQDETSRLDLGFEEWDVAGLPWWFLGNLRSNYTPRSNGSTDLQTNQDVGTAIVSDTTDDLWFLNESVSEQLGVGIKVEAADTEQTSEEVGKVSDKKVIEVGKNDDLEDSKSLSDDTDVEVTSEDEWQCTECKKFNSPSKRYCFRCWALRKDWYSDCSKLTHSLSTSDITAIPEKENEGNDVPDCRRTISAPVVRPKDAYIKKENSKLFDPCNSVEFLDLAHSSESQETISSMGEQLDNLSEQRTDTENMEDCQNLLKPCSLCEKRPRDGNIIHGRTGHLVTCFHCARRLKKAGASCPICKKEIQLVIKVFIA
Target sequence (Q00987 whole entry, looked up): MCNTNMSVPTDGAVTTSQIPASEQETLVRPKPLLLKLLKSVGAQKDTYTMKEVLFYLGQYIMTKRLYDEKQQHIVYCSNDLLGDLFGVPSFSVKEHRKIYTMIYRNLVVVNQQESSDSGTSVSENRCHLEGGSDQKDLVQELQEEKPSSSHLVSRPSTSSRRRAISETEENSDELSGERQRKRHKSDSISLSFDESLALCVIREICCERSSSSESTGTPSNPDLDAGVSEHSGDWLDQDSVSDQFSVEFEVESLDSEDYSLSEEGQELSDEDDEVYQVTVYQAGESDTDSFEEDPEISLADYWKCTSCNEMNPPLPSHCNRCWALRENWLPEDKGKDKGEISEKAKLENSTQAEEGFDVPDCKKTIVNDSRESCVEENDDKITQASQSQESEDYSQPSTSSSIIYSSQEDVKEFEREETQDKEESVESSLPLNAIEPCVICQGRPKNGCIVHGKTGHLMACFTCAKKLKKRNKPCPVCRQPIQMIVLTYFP
tim23-1 inh: tim23-1 yeast growth inhibition; S. cerevisiae tim23-1 growth, BacTiter-Glo luminescence, 24 h; inhibition, % at 20 µM; 330,000 compounds, 1.3% hits;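 active = growth inhibition of the mutant yeast at or above 50%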;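 note: temperature-sensitive mutant grown at 25 °C; plate controls were DMSO-treated mutant yeast for no effect and medium wells lacking yeast for full effect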
UPR CHOP act: activators of apoptotic arm of unfolded protein response (CHOP); activation, % at 10 µM; AID 449763; CHO-CHOP luciferase reporter, UPR activation, luminescence; percent of tunicamycin response over DMSO baseline; 330,000 compounds, 0.34% hits;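 active = at 10 µM dose, activation of 40% or more, normalized to positive control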;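 note: 100% = tunicamycin at 10 µg/mL and 0% = DMSO alone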
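Dosing – one dose, 10 µM in 0.5% DMSO · System – CHO-CHOP cells, stable luciferase reporter of PERK-eIF2a-CHOP signalling · Input – 500 cells/well · Control set – tunicamycin 10 µg/mL final as positive, DMSO-only wells as negative · Timing – 6 h compound treatment, 37 °C · Measure – % activation vs tunicamycin · Technique – luminescence read with Steady-Glo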
Jurkat NFkB inh: lowers PMA/ionomycin-induced NF-kB signal in Jurkat cells | inhibition, % at 4 µM | 330,000 compounds, 0.53% hits | PMA/ionomycin-induced NF-kB luciferase reporter, luminescence; in the data active = inhibition above about 50%
Active calls of the source: *; / = not tested or not shown. Rows were taken by chance (roughly 6.6% active in at least one column).

SMILES	XBP1 UPR activ	TIM10 inh	tim10-1 inh	697 NFkB inh	Mdm2 MdmX PPI	tim23-1 inh	UPR CHOP act	Jurkat NFkB inh
CCCCCCN(C(=O)CCCCCN1C(=O)NC(c2ccc([N+](=O)[O-])cc2)C(C(=O)OCc2ccccc2)=C1C)C(C(=O)NCCCC)C1CCCCC1 (stereo not drawn)	0	-11	5	8	25	19	0.8	/
CCCNC(=O)Cn1cnc2sc(C(=O)Nc3cc(OC)c(OC)c(OC)c3)c(C)c2c1=O	0	-9	19	19	12	1	-0.4	-1
Cc1cccc(C(C)C)c1NS(=O)(=O)c1cn(C)nc1C	2	-5	-3	7	24	-2	-0.2	4
NC(=O)c1ccc(Oc2ncc(C(F)(F)F)cc2Cl)cc1	0	0	4	22	18	16	-0.9	14
CCN(C[C@H]1N[C@@](C)(C(=O)OC)[C@H]2C(=O)N(C)C(=O)[C@@H]12)C(=O)Nc1ccc(OC)cc1	-2	-5	-9	-1	1	-13	0.7	-13
Cc1ccc(S(=O)(=O)Nc2nc3ccccc3nc2NCc2ccc3c(c2)OCO3)cc1C	1	9	0	-15	8	-7	-0.5	3
Cc1cc(C)c(-n2nnnc2SC(C)C)c(C)c1	-1	-3	13	6	9	13	-2.8	3
COc1ccc(OC)c(NC(=O)CN(C)CC(=O)Nc2ccccc2Br)c1	0	6	7	11	-26	-20	0.4	4
COc1ccccc1NC(=O)CN1CCN(CC(=O)Nc2ccc(OC)c(OC)c2)CC1	-3	-8	0	4	34	4	-1.2	-6
O=C(CSc1nnc(-c2cnccn2)n1Cc1ccco1)c1ccc(Cl)c(Cl)c1	0	21	25	15	16	14	0.8	3
NNC(=O)c1oc2ccccc2c1-n1cccc1	0	-4	-23	25	-15	-177	2.9	11
CC(=O)c1cccc(S(=O)(=O)Nc2ccccc2N2CCOCC2)c1	0	7	2	14	-4	21	1.5	1
CCOC(=O)C1=C(O)/C(=C\c2cccs2)N=C1C	2	6	-4	16	-3	-9	1.9	16
Cc1cc(C)n(-c2ccc(C(=O)N3CCN(S(=O)(=O)c4ccc(C(C)C)cc4)CC3)cc2)n1	-1	16	9	13	16	30	1.8	10
Cn1c(=O)c2c(nc(Sc3ccccc3N)n2C)n(C)c1=O	0	7	-3	-5	4	18	1.5	-8
CCOc1ccc(-c2cc(C(=O)O)c3ccccc3n2)cc1	-1	4	9	-134	-49	10	-0.3	-43
COc1cccc(OCC(O)CNC(=O)c2oc3ccc(C)cc3c2C)c1 (stereo not drawn)	-5	1	4	8	-3	30	0.4	-5
CN(C)/C=C/c1oc2ccc(O)cc2c1[N+](=O)[O-]	2	11	-3	-48	-21	8	4.5	10
C[C@]12C(=O)N(c3ccccc3)C(=O)N1[C@H]1c3ccccc3OC[C@@H]1[C@H]2c1ccccc1	-1	42*	28	-3	18	46	1.2	13
COc1ccc(C2=NS(=O)(=O)N(C)C(C(=O)NCc3ccc(F)cc3)=C2)cc1OC	1	-16	-9	2	12	10	-0.6	8

Molecules listed so far that contain a Cl atom, in the order listed:
SMILES	XBP1 UPR activ	TIM10 inh	tim10-1 inh	697 NFkB inh	Mdm2 MdmX PPI	tim23-1 inh	UPR CHOP act	Jurkat NFkB inh
NC(=O)c1ccc(Oc2ncc(C(F)(F)F)cc2Cl)cc1	0	0	4	22	18	16	-0.9	14
O=C(CSc1nnc(-c2cnccn2)n1Cc1ccco1)c1ccc(Cl)c(Cl)c1	0	21	25	15	16	14	0.8	3

(listing goes on)
SMILES	XBP1 UPR activ	TIM10 inh	tim10-1 inh	697 NFkB inh	Mdm2 MdmX PPI	tim23-1 inh	UPR CHOP act	Jurkat NFkB inh
CC1=NN(c2ccccc2)C(=O)/C1=C\C=C1\N(C)c2ccccc2C1(C)C	-3	-18	-9	17	18	-2	-2.1	1
CCn1c(NCc2ccc(N(C)C)cc2)nc2ccccc21	2	-9	8	-26	-26	7	1.7	-13
Cc1ccc(S(=O)(=O)c2nc(S(C)(=O)=O)sc2NCC2CCCO2)cc1 (stereo not drawn)	0	-2	-2	14	-14	2	-1.6	-12
COc1ccc(-c2cn3cccnc3n2)cc1NS(=O)(=O)c1ccccc1	3	15	8	10	19	4	1.9	8
COc1ccc(-c2ccc([C@H]3[C@H]4C=CC[C@@H](C)[C@@H]4C(=O)N3Cc3ccccc3)c(F)c2)cc1C	2	10	11	1	29	15	-2.5	-14
O=C(CCN1CCCCCC1)Nc1ccc(F)c(F)c1	3	6	6	13	-5	14	-1.0	-4
COc1ccc(NC(=O)CSc2n[nH]c(-c3ccncc3)n2)c([N+](=O)[O-])c1	-4	-7	4	23	19	11	1.5	7
CCOC(=O)CC1COCCN1C(=O)c1cc(COc2ccc(F)cc2Cl)on1 (stereo not drawn)	-1	8	23	-30	1	28	5.6	-5
COCCNC(=O)CCCn1c(=O)c2cc(OC)c(OC)cc2n(CC(=O)c2ccccc2)c1=O	-2	-10	3	18	-4	1	4.1	9
CC(=O)c1ccc(NC(=S)N(Cc2ccccc2)C(C)C2CC2)cc1 (stereo not drawn)	-5	12	10	-8	30	39	-0.7	9
COc1ccc(-n2c(N)c(C(=O)NCc3ccco3)c3nc4ccccc4nc32)cc1	-1	12	31	-35	27	8	4.0	17
CCN(CC(=O)Nc1ccc2c(c1)OCCO2)CC(=O)Nc1ccc(C)c([N+](=O)[O-])c1	3	-7	-8	6	27	23	1.2	-1
CCOc1ccccc1C(=O)N[C@H](C(=O)Nc1cc(S(=O)(=O)N(C)C)ccc1OC)C(C)C	0	19	-7	-13	-18	14	-0.9	-15
CCc1nc(N2CCN(C(C)=O)CC2)c2c3c(sc2n1)CC(C(C)(C)C)CC3 (stereo not drawn)	-4	2	16	-49	72*	35	8.8	7
COC(=O)c1cc(NS(=O)(=O)c2ccc(C(C)C)cc2)ccc1N1CCOCC1	-1	-8	-13	-6	4	-11	1.2	-12
Cc1ccc(CNS(=O)(=O)c2ccc3c(c2)n(C)c(=O)n3C)cc1	-3	-21	5	-5	30	3	-0.3	8
O=C(NCC1CCCO1)C1CCN(C2CCN(C(=O)C3CCCCC3)CC2)CC1 (stereo not drawn)	-3	1	-2	8	-30	4	1.6	9
CC[C@@H](C)[C@@H](C(=O)N1CCN(C(=O)OC(C)(C)C)CC1)n1cc(CCCN=C(NC(=O)OC(C)(C)C)NC(=O)OC(C)(C)C)nn1	-1	0	4	6	16	-1	2.8	-3
CSc1ccccc1OCc1cc(C(=O)N(C)Cc2ccncn2)no1	-3	4	-2	-59	-55	-2	5.1	-51
Cc1ccc(C(=O)Oc2ccc(Br)cc2C(=S)N2CCOCC2)cc1	1	1	20	3	11	36	1.0	7

Quoted at random: 4 records from the list
SMILES	XBP1 UPR activ	TIM10 inh	tim10-1 inh	697 NFkB inh	Mdm2 MdmX PPI	tim23-1 inh	UPR CHOP act	Jurkat NFkB inh
CC[C@@H](C)[C@@H](C(=O)N1CCN(C(=O)OC(C)(C)C)CC1)n1cc(CCCN=C(NC(=O)OC(C)(C)C)NC(=O)OC(C)(C)C)nn1	-1	0	4	6	16	-1	2.8	-3
Cc1ccc(S(=O)(=O)c2nc(S(C)(=O)=O)sc2NCC2CCCO2)cc1 (stereo not drawn)	0	-2	-2	14	-14	2	-1.6	-12
Cc1ccc(CNS(=O)(=O)c2ccc3c(c2)n(C)c(=O)n3C)cc1	-3	-21	5	-5	30	3	-0.3	8
O=C(CCN1CCCCCC1)Nc1ccc(F)c(F)c1	3	6	6	13	-5	14	-1.0	-4

Limited to UPR CHOP act and tim10-1 inh (3 entries from above):
| mol | UPR CHOP act | tim10-1 inh |
| --- | --- | --- |
| CCOc1ccccc1C(=O)N[C@H](C(=O)Nc1cc(S(=O)(=O)N(C)C)ccc1OC)C(C)C | -0.9 | -7 |
| O=C(CCN1CCCCCC1)Nc1ccc(F)c(F)c1 | -1.0 | 6 |
| Cc1ccc(C(=O)Oc2ccc(Br)cc2C(=S)N2CCOCC2)cc1 | 1.0 | 20 |

(cont.)
SMILES	XBP1 UPR activ	TIM10 inh	tim10-1 inh	697 NFkB inh	Mdm2 MdmX PPI	tim23-1 inh	UPR CHOP act	Jurkat NFkB inh
O=S(=O)(c1ccc(Oc2ccc(-c3nnco3)cc2)nc1)N1CCC(Cc2ccccc2)CC1	-3	9	13	1	-15	-26	-1.8	4
CN1CCN(c2ccc(CNS(=O)(=O)c3cccc(F)c3)cc2)CC1	-2	-12	-10	-20	20	-12	1.0	-2
Nc1ncnc2c1ncn2[C@@H]1O[C@H](CO)C[C@H]1O	-10	-6	26	1	29	60*	-4.6	-3
COCCNC(=S)N1CCN(S(=O)(=O)c2ccc(Cl)s2)CC1	-4	8	14	4	24	10	-0.9	18
Clc1ccc(OCCSCc2nc3ccccc3[nH]2)cc1	2	18	12	8	17	23	-0.9	6
CC1Cc2ccccc2N1S(=O)(=O)c1cccc(C(=O)OCC(=O)NC2CCS(=O)(=O)C2)c1 (stereo not drawn)	-5	6	11	21	27	6	-3.8	3
OCC(CO)(CO)NCC(O)CN1c2ccccc2Sc2ccccc21 (stereo not drawn)	2	5	0	8	1	7	0.3	-10
Cc1ncsc1C(=O)N1N=C2/C(=C/c3ccccc3)CCCC2C1c1ccccc1 (stereo not drawn)	-2	32	37	13	27	37	0.8	0
CCc1ccccc1NCC(=O)Nc1ccccc1C(=O)OC	2	-12	16	-31	1	27	2.3	-1
CCCCn1c(N)c(N(CC)C(=O)CSCc2c(C)noc2C)c(=O)[nH]c1=O	-4	-1	0	15	23	6	2.6	4
O=c1c2c(nc3n1CCCCC3)-c1ccccc1CC21CCCCC1	-1	-9	20	2	-1	13	2.8	-26
COc1ccc(C(C(=O)NC(C)(C)C)N(C(=O)CCC(=O)Nc2cc(C)on2)c2cc(C)cc(C)c2)cc1 (stereo not drawn)	0	12	26	17	-20	28	-0.3	10
O=C(Nc1ccc(Br)cc1)c1ccc2c(c1)OCO2	-7	-1	-6	-238	-126	-3	1.2	-151
COc1ccc(-c2[nH]c(-c3ccc4c(c3)OCO4)nc2-c2ccccc2)cc1	8	22	54*	-2	38	49	4.3	-8
C=CCOC(=O)Nc1c(C(=O)OC)[nH]c2ccc(Cl)cc12	-5	12	-5	-4	26	-1	2.0	0
CCC(C)c1ccccc1N1CC(C(=O)NCCc2ccc(OC)c(OC)c2)CC1=O (stereo not drawn)	-1	9	-6	-26	25	-10	3.6	-5
CC(C)C(=O)Nc1c(-c2ccccc2Cl)c(=O)c2ccccc2n1C	1	4	-2	21	18	-2	-0.7	20
CC(=O)c1sc(C(C)(C)C)cc1NC(=O)CCC(=O)O	-3	11	22	3	-26	3	-0.2	10
CCN1CCN(c2c(/C=C3\SC(=S)N(Cc4ccco4)C3=O)c(C)c(C#N)c(=O)n2C)CC1	-3	9	0	20	-5	15	3.2	15
COc1ccc(CN(C)C(=O)c2cccc(NS(=O)(=O)c3ccccc3)c2)cc1F	1	-8	22	-6	0	16	1.4	-18
COc1ccc(N2CCN(Cc3nc4ccsc4c(=O)[nH]3)CC2)cc1	1	-14	15	16	8	13	0.2	-2
CCOC(=O)C(Oc1ccc(=O)n(-c2ccccc2)n1)C(C)=O (stereo not drawn)	-6	6	2	-25	-10	6	0.5	-21
CCCCc1noc(-c2c(-c3ccccc3Cl)noc2C)n1	0	6	23	-7	-13	14	2.0	15

Copied from the list.
Under UPR CHOP act, CCCCc1noc(-c2c(-c3ccccc3Cl)noc2C)n1 has 2.0
Under tim10-1 inh, CN1CCN(c2ccc(CNS(=O)(=O)c3cccc(F)c3)cc2)CC1 has -10

Assay outcomes from PubChem BioAssay.
